# Bioassay records from PubChem BioAssay.
# GPR7 antagonist = antagonists of human GPR7 (neuropeptides B/W receptor 1). hit rate 1.1% among 290,000. inhibition, % at 4.4 µM. GPR7-expressing cells, fluorescence antagonist assay. AID 1861. P48145; in the data active means inhibition above about 16%, passing the limit was not always enough;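 further: cells stimulated with the agonist NPW; 0% = agonist with vehicle and 100% = vehicle without agonist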
# OXTR ag = human OXTR agonism; CHO-OTR cells, Fluo-8 calcium fluorescence; normalized: DMSO 0%, oxytocin 100%; hit rate 0.32% among 320,000; activation, % at 3 µM;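 active means activation above the mean of all tested compounds plus 3 SD, cutoff set per screening run, cut at about 20% in these data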;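 further: peak over basal fluorescence ratio from a 100 s FLIPR kinetic read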
# Target sequence (P30559 whole entry, looked up): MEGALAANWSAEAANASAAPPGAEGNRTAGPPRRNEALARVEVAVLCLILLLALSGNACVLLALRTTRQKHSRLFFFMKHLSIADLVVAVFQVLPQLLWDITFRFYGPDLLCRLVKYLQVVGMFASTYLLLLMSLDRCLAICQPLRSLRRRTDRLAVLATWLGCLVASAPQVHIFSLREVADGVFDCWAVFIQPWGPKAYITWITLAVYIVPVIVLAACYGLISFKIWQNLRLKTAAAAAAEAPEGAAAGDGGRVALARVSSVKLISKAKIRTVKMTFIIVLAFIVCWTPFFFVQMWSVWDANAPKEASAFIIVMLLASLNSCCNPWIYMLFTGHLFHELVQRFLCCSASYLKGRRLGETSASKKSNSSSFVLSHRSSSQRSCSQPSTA
# OXTR potentiate = human OXTR potentiation. CHO-OTR cells, Fluo-8 calcium fluorescence, potentiator mode; 0% = oxytocin EC15, 100% = EC100. activation, % at 3 µM. hit rate 0.061% among 320,000. P30559. AID 2445;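 active means activation above that plate's cutoff, the mean activation of tested compounds plus 3 SD, cut at about 6.6% in these data, passing the limit was not always enough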;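 further: 100% uses oxytocin at 75 nM as the full agonist control; some results filed as inactive read as strong as hits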
#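 test system = CHO-OTR cells, human receptor | compound = single-point 3.0 µM | schedule = 6 min compound pre-incubation at room temperature, 100 s kinetic read | signal = Fluo-8 no-wash calcium dye fluorescence, excitation 470-495 nm, emission 515-575 nm | repeats = single well per compound, singlicate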
# CHO-K1 Ca antag = nonselective inhibitor or artifact in parental CHO-K1 cells. AID 602250. hit rate 0.6% among 360,000. inhibition, % at 3 µM. ATP-induced calcium, Fluo-8 fluorescence;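 active means inhibition above a per-plate cutoff, the plate's mean sample inhibition plus 3 SD, cut at about 24% in these data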;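 further: 0% = DMSO plus EC80 ATP and 100% = DMSO alone without ATP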
# M1 PAM parental = M1 PAM counterscreen hit in parental CHO-K1 cells | hit rate 0.02% among 360,000 | AID 602247 | ATP EC20, Fluo-8 calcium fluorescence; 0% at ATP EC20, 100% at ATP max | activation, % at 3 µM;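 active means activation above the run cutoff, the mean activation of all test compounds plus 3 SD, cut at about 40% in these data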;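 further: peak over basal fluorescence ratio in a 140 s read after ATP addition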
# CHO-K1 Ca ag = counter-screen for M1 agonists: effect in parental CHO-K1 cells; Fluo-8 calcium fluorescence; scaled to maximal ATP response, vehicle zero; activation, % at 3 µM; hit rate 0.48% among 360,000; in the data active means activation above about 15%;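 further: untransfected CHO-K1 host cells lacking M1 receptor as counterscreen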
# CHO parental Ca = counter-screen for OX1R antagonists: effect in parental CHO cells. inhibition, % at 5.6 µM. parental CHO-K1, ATP-induced calcium, Fluo-8 fluorescence. AID 463079. hit rate 0.63% among 330,000;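 active means inhibition above that plate's mean sample inhibition plus 3 SD, cut at about 26% in these data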;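 further: 0% = ATP-challenged DMSO wells and 100% = DMSO wells without ATP; some compounds past the cut are filed as inactive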
#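 Material: parental CHO cells / Compound: single nominal dose of 5.6 µM per compound / Signal: Fluo-8 fluorescence / Replicates: singlicate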
# TAAR1 antag = antagonists of human TAAR1. hit rate 1.5% among 360,000. inhibition, % at 3 µM. AID 624466. CHO RD-HGA16 TAAR1, Fluo-8 calcium fluorescence, antagonist. Q96RJ0;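 active means inhibition above a per-plate cutoff, the mean inhibition of test compounds on that plate plus 3 SD, cut at about 49% in these data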;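 further: 0% = DMSO plus EC80 beta-PEA response and 100% = DMSO alone without agonist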
#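 Material: RD-HGA16 CHO cells with stable hTAAR1 and Gα16; Dosing: single nominal final test compound concentration of 3 µM; Schedule: seeding 17-24 h prior, 75-min 37 °C, 30-min RT dye loading; Detection: kinetic Fluo-8 calcium fluorescence measurement; Measure: % inhibition from peak post-agonist over basal fluorescence ratio; Benchmarks: vehicle and agonist controls.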
# V1R ag counter = V1a receptor agonism, counter-screen for OXTR agonists. CHO-V1R cells, Fluo-8 calcium fluorescence, agonist mode; 0% DMSO, 100% 3 nM vasopressin. activation, % at 3 µM. hit rate 0.25% among 320,000. AID 2797;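 active means activation above the mean activation of all tested compounds plus 3 SD, per screening run, cut at about 20% in these data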;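 further: signal is peak over basal fluorescence ratio across a 100 second FLIPR read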
# Target sequence (P37288 whole entry, looked up): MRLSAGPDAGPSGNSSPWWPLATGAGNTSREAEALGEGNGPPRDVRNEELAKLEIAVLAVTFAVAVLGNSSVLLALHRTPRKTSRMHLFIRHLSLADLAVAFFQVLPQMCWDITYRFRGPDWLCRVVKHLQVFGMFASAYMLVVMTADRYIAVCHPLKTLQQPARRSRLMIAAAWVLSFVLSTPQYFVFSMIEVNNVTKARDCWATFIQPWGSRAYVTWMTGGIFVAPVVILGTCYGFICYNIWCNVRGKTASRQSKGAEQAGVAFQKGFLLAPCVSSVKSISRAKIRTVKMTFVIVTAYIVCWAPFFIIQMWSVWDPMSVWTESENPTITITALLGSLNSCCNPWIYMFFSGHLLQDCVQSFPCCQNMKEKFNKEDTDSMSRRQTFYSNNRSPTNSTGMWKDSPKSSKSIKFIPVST
# Starred values were filed as active, the others as inactive; · = no result given. Not a hit list; any-hit rate near 3.5%.
canonical_smiles	GPR7 antagonist	OXTR ag	OXTR potentiate	CHO-K1 Ca antag	M1 PAM parental	CHO-K1 Ca ag	CHO parental Ca	TAAR1 antag	V1R ag counter
COc1cccc(CCC(=O)Nc2cccc(S(=O)(=O)N3CCCC3)c2)c1OC	·	0.3	-8	5	-22	0.3	-25	21	2.3
CCOC(CCNC(=O)c1cc(-c2cccs2)nc2ccccc12)OCC	-13	-1.0	-8	2	14	8.1	-14	49*	3.5
COc1ccc(C(=O)NCCNC(=O)c2cc(OCC(F)(F)F)ccc2OCC(F)(F)F)cc1	5	-2.7	-15	3	-1	0.0	-27	-17	-0.5
Cn1ncc([N+](=O)[O-])c1C(=O)Nc1ccccc1Cl	-9	-0.8	-2	-5	10	0.0	-3	0	-1.2
COc1ccc(/C=C(\C#N)C(=O)c2cccn2C)cc1	8	0.7	-12	-10	10	1.8	-8	6	0.5
COc1cc(OC)cc(-c2cc3nc(C4CCN(C(=O)OC(C)(C)C)CC4)cc(=O)n3[nH]2)c1	0	1.2	0	-10	7	0.6	7	2	0.8
COc1cc(NC(=O)CSc2ccccc2)c(C(=O)O)cc1OC	1	-0.2	2	-11	30	0.0	-6	-19	2.5
CC(=O)Nc1cccc(NC(=O)CCn2c(=O)sc3ccccc32)c1	-1	0.1	-12	2	11	1.8	-12	-4	0.4
C[C@H]1CN([C@@H](C)CO)C(=O)CCCn2nncc2CO[C@@H]1CN(C)Cc1ccccc1C(F)(F)F	·	·	·	-30	14	1.1	·	-1	·
Cc1c(NS(=O)(=O)c2ccc3c(c2)n(C)c(=O)n3C)c(=O)n(-c2ccccc2)n1C	-3	-0.6	-1	-3	12	0.1	2	-10	-0.1
Cc1cc(OC(=O)c2ccc(Cl)cc2Cl)c([N+](=O)[O-])c(=O)[nH]1	-8	0.1	-5	0	0	-0.1	-3	7	0.8
O=C(O)c1ccccc1C(=O)NCc1ccc2c(c1)OCO2	2	-0.3	-7	-13	8	0.3	-2	-14	0.3
COc1ccc(CCC(C)NCC(C)c2ccccc2)cc1 (stereo not drawn)	-6	0.9	-9	5	7	1.4	-14	-1	4.5
Cc1cc(NCc2ccccn2)nc2ccccc12	0	1.6	5	0	1	-0.1	-7	-5	-0.7
C[C@H](O)CNC(=O)c1[nH]cnc1C(=O)N[C@@H](C)c1ccccc1	·	·	·	-8	-5	0.3	·	-14	·
Nc1ccccc1O	·	1.1	-5	-1	0	-0.1	-16	·	0.5
CC1(C(=O)NS(=O)(=O)c2cccs2)CCN1C(=O)C1(c2ccc(Cl)cc2)CC1 (stereo not drawn)	·	·	·	-12	11	0.7	·	-22	·
N/C(=N\OC(=O)CCC1CCCC1)c1cccc([N+](=O)[O-])c1	-2	-2.3	-3	-16	30	0.6	4	-6	-0.1
COc1ccc(OC)c(NC(=O)CSc2nnc(-c3cccnc3)s2)c1	12	-0.7	-1	-11	12	2.6	-10	15	0.5
O=C(CSc1nc2ccccc2o1)N/N=C/c1ccccc1C(=O)O	-5	0.1	-1	-11	-12	0.5	-2	-28	0.3
O=C(COC(=O)c1cncc(Br)c1)NCc1ccccc1	-5	-0.4	-18	-13	24	1.2	12	-21	0.3
Cc1cc(Cl)c(OCCCn2ccnc2)c(Br)c1	-12	-1.1	-5	0	3	0.6	-14	10	2.0
CCC(Sc1ccc2nnc(-c3cccnc3)n2n1)C(=O)O (stereo not drawn)	-13	0.1	-3	-3	3	0.0	6	-7	0.2
CN1CCC(=NNC(=O)C(=O)NC2CCCCC2)CC1	-2	-0.8	1	-1	14	-0.6	-14	-4	0.0
Cc1ccc2nc(-c3sc4nc(C)ccc4c3N)[nH]c2c1	-6	-1.9	-12	-5	19	-0.1	-9	-7	-0.4
CCn1nc(C(=O)OCC(=O)Nc2ncc(Cl)c(C)c2Cl)c2ccccc2c1=O	-6	-1.2	2	-11	27	1.5	-13	-12	0.1
CCOC(=O)Cn1cnc2c(nnn2-c2ccc(C)cc2)c1=O	0	-0.6	-2	-9	21	0.0	-13	5	0.3
CN1CCN(C(=O)c2ccccc2NC(=O)c2ccccc2Br)CC1	-9	0.0	-8	-3	-10	0.6	-12	4	-0.5
Cc1ccccc1NC(=S)NC(=O)COc1ccccc1C	-44	0.0	-15	-4	11	0.2	-22	21	1.1
COc1ccc(/C=N/Nc2cc(C)nc(N3CCOCC3)n2)c(OC)c1	-7	-2.4	-3	-10	12	0.7	-7	5	-1.0
Cc1ccc(-n2nc3c(=O)n(CC(=O)NCc4ccccc4Cl)nc(C)c3c2C)cc1	-7	-2.3	-15	-3	-14	0.1	0	-7	-0.7
O=C(Nc1ccc2ccccc2n1)Nc1ccccc1F	-16	-0.9	-14	-2	0	-0.1	-11	-12	-0.2
FC(F)(F)c1cc(-c2ccccc2)nc2ncnn12	-13	-1.3	-2	-9	21	0.8	-10	8	-0.6
Cc1cc(F)ccc1NC(=O)c1cnccn1	-9	0.0	-13	-15	24	1.7	-7	-1	0.6
COc1ccc(N2CCN(Cc3nc4sc(C)c(C)c4c(=O)[nH]3)CC2)cc1	-3	0.1	3	-8	6	0.4	-16	-14	0.5
CCN(CC)CCNC(=O)c1ccc(NC(=O)c2ccc(COc3ccccc3)cc2)cc1	14	·	·	-8	17	1.7	·	52*	·
O=C(CCC1COc2ccccc2O1)NCc1ccccc1 (stereo not drawn)	1	-0.8	-5	-5	15	0.2	-11	15	-0.3
O=C(CN1C(=O)NC2(CCCCCCC2)C1=O)NCc1ccccc1Cl	·	0.3	-3	-20	14	0.2	-25	6	0.1
Cn1cc(C(=O)N2CCCCC2)c(=O)c2cc(S(=O)(=O)N3CCCC3)ccc21	-3	0.6	4	6	-13	-0.2	-1	-27	0.9
COc1ccc(C(=O)c2sc(Nc3ccccc3)nc2C)cc1	-8	4.5	-13	-8	3	1.1	-21	13	2.2

# An excerpt of these results, field by field:
O=C(CCC1COc2ccccc2O1)NCc1ccccc1 (stereo not drawn)
  GPR7 antagonist: 1
  OXTR ag: -0.8
  OXTR potentiate: -5
  CHO-K1 Ca antag: -5
  M1 PAM parental: 15
  CHO-K1 Ca ag: 0.2
  CHO parental Ca: -11
  TAAR1 antag: 15
  V1R ag counter: -0.3
O=C(CN1C(=O)NC2(CCCCCCC2)C1=O)NCc1ccccc1Cl
  GPR7 antagonist: ·
  OXTR ag: 0.3
  OXTR potentiate: -3
  CHO-K1 Ca antag: -20
  M1 PAM parental: 14
  CHO-K1 Ca ag: 0.2
  CHO parental Ca: -25
  TAAR1 antag: 6
  V1R ag counter: 0.1
Cn1cc(C(=O)N2CCCCC2)c(=O)c2cc(S(=O)(=O)N3CCCC3)ccc21
  GPR7 antagonist: -3
  OXTR ag: 0.6
  OXTR potentiate: 4
  CHO-K1 Ca antag: 6
  M1 PAM parental: -13
  CHO-K1 Ca ag: -0.2
  CHO parental Ca: -1
  TAAR1 antag: -27
  V1R ag counter: 0.9

# (next part)
canonical_smiles	GPR7 antagonist	OXTR ag	OXTR potentiate	CHO-K1 Ca antag	M1 PAM parental	CHO-K1 Ca ag	CHO parental Ca	TAAR1 antag	V1R ag counter
COc1ccc(OC)c(NC(=O)NCCc2c[nH]c3ccccc23)c1	5	·	·	5	-11	1.8	·	9	·
Nc1ccn([C@@H]2O[C@H](C(=O)N[C@H](CO)c3ccccc3)[C@@H](O)[C@H]2O)c(=O)n1	·	·	·	-15	-10	-0.3	·	-10	·
Cc1ccc(-c2nc3c(c(SCC(=O)N4CCOCC4)n2)COC(C)(C)C3)cc1	-18	1.4	7	-9	18	-0.4	5	7	0.6
COc1cccc(CNC(=O)CCC2CCCN(C(=O)c3cccnc3SC)C2)c1 (stereo not drawn)	2	0.7	-10	-5	-6	1.2	-14	-24	-0.1
N#Cc1nc(-c2ccccc2)oc1NCc1ccco1	0	-0.7	-4	-8	15	0.1	9	15	-0.6
CC(=O)c1ccc(NC(=O)C[n+]2ccc(N(C)C)cc2)cc1	-13	·	·	5	-12	-0.2	·	8	·
CC1CCCN(CC(O)COc2ccc(-c3ccccc3)cc2)C1 (stereo not drawn)	5	11	-6	-1	6	4.1	-8	-12	11
O=C(O)C(Sc1ccncn1)c1ccccc1 (stereo not drawn)	-5	-0.2	-5	-18	21	1.0	4	11	0.0
Cc1cccc(NC(=O)c2ccc(S(=O)(=O)N3CC(C)OC(C)C3)cc2)n1 (stereo not drawn)	·	1.2	-4	-7	2	3.7	-8	-13	2.8
Cc1cc(C(=O)CSc2nnnn2C)c(C)n1-c1cccc(F)c1	-6	-0.4	-1	-8	1	0.6	-7	3	0.2
CCOc1ccc(OCC(=O)N2CCOCC2)cc1	2	1.2	-6	2	10	0.1	11	-7	1.0
c1ccc2ncc(-n3ccnc3)cc2c1	·	·	·	1	4	0.3	·	-8	·
CC1(C)CC(NS(=O)(=O)c2ccc(C(C)(C)C)cc2)CC(C)(C)N1	-10	-0.5	2	-9	10	0.6	-2	-4	0.7
CC(C)[C@H](NC(N)=O)C(=O)Nc1cccc(S(=O)(=O)N2CCOCC2)c1	2	1.9	-5	-10	2	-0.6	-8	0	0.4
COc1ccc(OCC(=O)NCc2nc(-c3ccccc3)no2)cc1	·	·	·	-9	-9	0.2	·	-4	·
C=CS(=O)(=O)c1sc(Cl)c(N2CCOCC2)c1[N+](=O)[O-]	3	·	·	2	6	0.1	·	19	·
CCn1c(SCC(N)=O)nnc1C(C)C	-4	1.4	1	-5	-2	0.1	5	2	0.0
COc1ccc(CNCCC(c2ccc(OC(C)C)cc2)C(C)C)cc1OC (stereo not drawn)	19	8.2	-7	-35	18	7.1	-14	13	5.3
CCOc1ccccc1NC(=O)C1CCCN1C(=O)c1cccs1 (stereo not drawn)	·	-0.1	10	-20	-2	0.0	-14	-22	0.4
COc1ccc(-c2cc(C(=O)NC(Cc3c[nH]c4ccccc34)C(=O)O)c(C)o2)cc1OC (stereo not drawn)	4	1.3	-6	-2	0	-0.4	-7	-5	0.5
O=C1OC(c2cccs2)=N/C1=C\c1ccc(-c2ccccc2Cl)o1	-1	·	·	-16	8	0.4	·	-5	·
CCN1CCN(S(=O)(=O)c2ccc(Cl)c(C(=O)NC(C)c3ccccc3Cl)c2)CC1 (stereo not drawn)	·	-1.6	-9	3	-1	-0.1	-4	-15	-1.4
Cc1cc2c(cc1C)NC(c1cccnc1)C1=C(CC(C)(C)CC1=O)N2 (stereo not drawn)	-1	12	-13	-8	16	0.3	-13	-18	0.2
C[C@@]12C(=O)N(c3cccc(F)c3)C(=O)N1[C@H](c1ccc(F)cc1)[C@@H]1C(=O)N(C3CCCCC3)C(=O)[C@@H]12	-4	0.3	-8	-3	2	0.3	-24	·	0.0
CCNC(=S)N1N=C2c3ccccc3CCC2C1c1ccc(F)cc1 (stereo not drawn)	-3	-3.4	2	-3	6	0.5	-31	-17	0.9
COc1ccc2c(C(=O)CN3CCN(c4ccccc4)CC3)c[nH]c2c1	7	2.9	-15	-7	17	1.2	-5	8	1.9
CC(C)(CNS(=O)(=O)c1ccc(F)cc1)CNS(=O)(=O)c1ccc(F)cc1	6	2.4	-19	-6	9	2.3	-3	7	3.3
